Assay outcomes from PubChem BioAssay.
PNC inhibitor: inhibitors of perinucleolar compartment assembly; PC3M PTB-GFP, PNC prevalence imaging, 16 h; hits give low values; activity change (PNC), negative = inhibition, % at 10 µM; 140,000 tested, 3.1% active; AID 2417;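 active = readout at or below -70, meaning at least 70% loss of cells showing the perinucleolar compartment, a nuclear body marking cancer cells; inconclusive = readout between -30 and a set limit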;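 also: plate controls were DMSO wells for no effect and camptothecin positive control wells for full effect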
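PC3M cells stably expressing PTB-GFP, 750–1000 cells/well, treated 16 h at 37 °C with compound (23 nl of library stock), in duplicate. After paraformaldehyde fixation and Hoechst stain, imaged at 20x; PNC prevalence scored by image analysis.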
ALOX15B inhib: 15-hLO-2 (ALOX15B) enzyme inhibition | AID 881 | O15296 | 110,000 tested, 0.56% active | purified 15hLO-2, xylenol orange hydroperoxide absorbance | Potency, µM (highest dose often 57.1 µM), for the others: at the top dose activity change, negative = inhibition, usual class: inhibitors; also: potency is read from the fitted curve at half-maximal effect; nearly all actives have a fitted effect of over 60% in size; many of its hits are not listed in these tables
Target sequence (O15296 whole entry, looked up): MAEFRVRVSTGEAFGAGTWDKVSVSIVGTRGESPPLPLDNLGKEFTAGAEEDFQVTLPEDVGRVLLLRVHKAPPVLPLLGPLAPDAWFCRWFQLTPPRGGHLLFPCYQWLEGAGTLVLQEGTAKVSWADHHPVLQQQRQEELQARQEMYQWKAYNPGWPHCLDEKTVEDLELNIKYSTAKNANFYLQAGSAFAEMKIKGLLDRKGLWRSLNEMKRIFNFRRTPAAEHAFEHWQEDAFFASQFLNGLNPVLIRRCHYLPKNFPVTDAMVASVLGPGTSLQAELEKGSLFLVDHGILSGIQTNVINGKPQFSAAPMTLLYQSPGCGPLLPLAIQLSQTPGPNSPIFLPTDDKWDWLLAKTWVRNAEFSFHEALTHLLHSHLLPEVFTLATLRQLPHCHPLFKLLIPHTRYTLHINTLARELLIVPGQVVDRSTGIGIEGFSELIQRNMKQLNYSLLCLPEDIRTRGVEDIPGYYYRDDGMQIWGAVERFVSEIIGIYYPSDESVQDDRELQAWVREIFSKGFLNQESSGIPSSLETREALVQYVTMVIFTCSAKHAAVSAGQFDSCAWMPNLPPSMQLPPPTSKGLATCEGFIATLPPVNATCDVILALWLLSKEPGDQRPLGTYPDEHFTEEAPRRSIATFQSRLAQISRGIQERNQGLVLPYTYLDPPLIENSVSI
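Enzyme 50 nM, AA 45 uM, 25 mM Hepes pH 7.5 + 0.01% Triton X-100; cpd preinc 15 min RT, rxn 90 min RT; stop/detect with 200 uM XO + 300 uM Fe(II) in 50 mM H2SO4, 30 min; A573/A405.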
IMPase cell inh: membrane-permeable compound that blocks inositol monophosphatase; AID 901; P97697; inhibition (IP1 accumulation), % at 46.1 µM; CHO-M1 cells, IP1 accumulation, HTRF TR-FRET ratio; 120,000 tested, under 10 active; active = well fitted curve in the direction sought with a large enough effect in the signal ratio, not every such curve was filed as active; inconclusive = small, poorly fitted or top-dose-only effect, or a change in a side signal; inactive = no such curve, though single readings can be large or run the other way; the % refers to the signal ratio;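 also: cells stimulated with carbachol in lithium chloride buffer; plate controls were DMSO basal wells for no effect and reference inhibitor wells for full effect; higher means more IMPase inhibition seen as more IP1 and lower FRET ratio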
Target sequence (P97697 whole entry, looked up): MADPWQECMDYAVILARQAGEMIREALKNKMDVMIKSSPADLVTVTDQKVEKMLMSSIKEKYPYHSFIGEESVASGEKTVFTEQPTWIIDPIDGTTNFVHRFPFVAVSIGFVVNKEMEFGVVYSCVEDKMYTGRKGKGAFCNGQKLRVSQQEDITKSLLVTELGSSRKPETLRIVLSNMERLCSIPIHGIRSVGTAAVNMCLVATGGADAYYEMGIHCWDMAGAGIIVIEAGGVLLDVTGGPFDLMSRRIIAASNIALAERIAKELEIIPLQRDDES
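CHO-M1, 2000 cells/well, cultured 16–30 h; cpd up to 46 uM; carbachol (50 uM solution, stimulation buffer w/ 50 mM LiCl, pH 7.4), 30 min 37C; IP-One TR-FRET, 10 min RT; Ex 320/Em 665, 620; Hill-fit AC50.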
12-hLO inh: inhibitors of human 12-lipoxygenase (ALOX12); Potency, µM (series often up to 57.1 µM), for the others: at the highest dose activity change, negative = inhibition, most hits filed as inhibitors; purified 12-hLO, xylenol orange hydroperoxide absorbance; 150,000 tested, 0.12% active; also: potency is read from the fitted curve at half-maximal effect; nearly all actives have a fitted effect of over 55% in size; many of its hits are not listed in these tables
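Purified human 12hLO (150 nM), preincubated 15 min with compound, then 40 uM arachidonic acid for 30 min, room temperature, Hepes pH 7.0 with 0.01% Triton X-100. Hydroperoxide detected by ferrous iron/xylenol orange; 573/405 nm absorbance ratio gives reaction progress.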
The depositor's hits bear a star; ? = inconclusive; nt = no result given; [ ] = remark or other dose. Unless noted, calls follow the shape of the dose curve; as a rule, active = well fitted curve in the direction sought with a large enough effect; inconclusive = small, poorly fitted or top-dose-only effect, or another doubt; inactive = no such curve, though single readings can be large; an effect the other way counts as inactive or inconclusive. Unless noted, % is scaled to controls: 0 for no effect and ±100 for the full control effect.

PNC inhibitor	ALOX15B inhib	IMPase cell inh	12-hLO inh	Structure
-21	1%	3	-8%	Clc1ccccc1Cn1nnc2c(N3CCCC3)ncnc21
-26	-2%	0	-1%	COC(=O)CCc1nc2ccccc2[nH]c1=O
?	-19%	-1	-14%	O=C(CSc1nc(O)cc(=O)[nH]1)Nc1ccc2c(c1)CCC2
41	nt	nt	-8%	Cc1ccc(-n2c(Cl)c(Cl)[nH]c(=O)c2=O)cc1
19	1%[11.4 µM]	9[1.84 µM]	-2%	Clc1ccc(-n2nnnc2CN2CCCCC2)cc1Cl
72	nt	nt	-2%	Cc1sc2ncnc(N/N=C/c3cccc(O)c3)c2c1C
3	8%	7	8%	CN1CCN(c2ccc(NC(=O)CSc3ccccc3)cc2F)CC1
-4	nt	3	2%	COc1ccc(/C=N/NC(=O)c2nc(-c3ccccc3)n(-c3ccccc3)n2)cc1OC
-9	9%	-7	0%	CCn1c(SCC(=O)Nc2nonc2C)nnc1-c1ccco1
-17	nt	nt	1%	O=C(NC(=S)Nc1ccccn1)c1cncc(Br)c1
-23	-1%	14	8%	Cc1cccc2cc(CN(Cc3ccco3)C(=O)N3CCCC3)c(=O)[nH]c12
?	nt	nt	1%	O=C(COC(=O)/C=C/c1cccs1)Nc1ccc2ccccc2c1
?	4%	4	5%	N#CC1=C(N)OC2=C(C(=O)CCC2)C12C(=O)N1CCCc3cccc2c31 (stereo not drawn)
-1	nt	-7	1%	O=C(Cn1nnc2ccccc2c1=O)NCCc1ccccc1
12	-11%	7	1%	N#CCc1nnc2n1-c1ccccc1CCC2
?	nt	-8	-2%	COc1ccccc1N1CCN(C(=O)CSc2nnc3c4ccccc4n(CC(=O)O)c3n2)CC1
7	-7%	-3	-4%	Nc1cc2c(cc1C(=O)c1ccccc1)OCCO2
-82*	nt	nt	1%	COCCCN(C(=S)Nc1c(C)cc(C)cc1C)C(C)c1ccncc1 (stereo not drawn)
-15	nt	15	-5%	COc1ccc(C(C)=O)cc1COC(=O)CNC(=O)c1ccc(Cl)cc1
?	38%[activator]	1	-7%	COc1cccc(C2CC(c3ccccc3)Nc3ncnn32)c1 (stereo not drawn)
?	nt	nt	1%	CCOc1ccc(-c2cn3ccccc3n2)cc1[N+](=O)[O-]
35	nt	nt	-2%	CC(C)CNC(=O)C1CCN(Cc2ccc(OCc3ccccc3)cc2)CC1
-27	nt	nt	-2%	COc1cc(/C=C/C(=O)c2cccc([N+](=O)[O-])c2)cc(OC)c1OC
6	12%	3	-6%	COc1ccc(CN2C(=O)CN=C2Nc2cccc(C)c2C)cc1
?	11%[11.4 µM]	6[1.84 µM]	-8%	CC(C)c1nc(SCC(=O)Nc2nc3c(s2)CCCC3)c2ccccc2n1
nt	-11%[11.4 µM]	nt	4%[11.4 µM]	NC(N)=N[C@@H]1C(O)[C@H](N=C(N)N)[C@@H](O)C(O)[C@H]1O (stereo partly drawn)
37	-7%	?	-9%	O=C(C1=C(O)C(=O)N(Cc2ccco2)C1c1cccnc1)c1cc2ccccc2o1 (stereo not drawn)
?	4%[2.29 µM]	9	-4%	Cc1nn(S(=O)(=O)N2CCCCC2)c(C)c1Br
nt	3%	7	-3%	Nc1nc(SCc2ccc([N+](=O)[O-])cc2)c2ncn([C@@H]3O[C@@H](CO)[C@@H](O)[C@H]3O)c2n1
-19	5%	1	-4%	CC#CCCC(=O)N1C=Cc2ccccc2C1C#N (stereo not drawn)
-11	-1%	0	-6%	CC(C)(C)c1nnc2sc(SCC(=O)c3ccc(Cl)cc3)nn2c1=O
-23	45%[activator]	17	-9%	N#Cc1c(NCCN)nc(NCc2ccccc2)c2c1CCN(Cc1ccccc1)C2
18	nt	-1	-2%	O=S(=O)(NCC(c1ccco1)N1CCN(c2ccccc2)CC1)c1ccc(F)cc1 (stereo not drawn)
40	0%	-3	-8%	CN(CC(=O)Nc1ccc2c(c1)OCCO2)S(=O)(=O)c1ccc(Br)s1
-25	5%	7	3%	O=c1[nH]cnc2sc3c(c12)CCCC3
?	9%[2.29 µM]	-6	-17%	COc1ccc(/C(O)=C2/C(=O)C(=O)N(Cc3cccnc3)C2c2ccncc2)cc1F (stereo not drawn)
100	nt	nt	0%	Cc1ccc(S(=O)(=O)N(C)C)cc1NC(=O)c1cncc(Br)c1
?	0%	0	0%	Cn1c(NCc2cccs2)nc2ccccc21
-17	nt	nt	2%	COc1cccc(Nc2nc3ccccc3n2C(C)C)c1
-14	-2%	-14	3%	CC1CCCN(c2ccc(/C=C(\C#N)c3nn(-c4ccccc4)c(N)c3C#N)cc2[N+](=O)[O-])C1 (stereo not drawn)
nt	2%[11.4 µM]	nt	3%[11.4 µM]	C[N+](C)(C)c1ncnc2c1ncn2[C@@H]1C[C@H](O)[C@@H](CO)O1
25	nt	5	0%	Cc1c(NC(=O)/C(C#N)=C\c2cccs2)c(=O)n(-c2ccccc2)n1C
-27	nt	-1	0%	O=C(COC(=O)C1(c2ccc(Cl)cc2)CCCC1)N1CCc2ccccc21
-11	-13%	-1	-13%	O=C(CSc1nc(NS(=O)(=O)c2ccccc2)cc(=O)[nH]1)Nc1ccc(F)cc1
55	nt	nt	1%	Cc1ccc(C(=O)OCC(=O)c2c(N)n(C)c(=O)n(C)c2=O)cc1S(=O)(=O)N1CCCCC1

Compound profiles, from the list above.
`Cc1c(NC(=O)/C(C#N)=C\c2cccs2)c(=O)n(-c2ccccc2)n1C` across the screens: PNC inhibitor: 25; ALOX15B inhib: nt; IMPase cell inh: 5; 12-hLO inh: 0%
`CC1CCCN(c2ccc(/C=C(\C#N)c3nn(-c4ccccc4)c(N)c3C#N)cc2[N+](=O)[O-])C1` (stereo not drawn) across the screens: PNC inhibitor: -14; ALOX15B inhib: -2%; IMPase cell inh: -14; 12-hLO inh: 3%

Two compounds from above with just IMPase cell inh, ALOX15B inhib and 12-hLO inh:
SMILES | IMPase cell inh | ALOX15B inhib | 12-hLO inh
CC(C)c1nc(SCC(=O)Nc2nc3c(s2)CCCC3)c2ccccc2n1 | 6[1.84 µM] | 11%[11.4 µM] | -8%
O=C(CSc1nc(O)cc(=O)[nH]1)Nc1ccc2c(c1)CCC2 | -1 | -19% | -14%

Some values from the list:
Entry for Cn1c(NCc2cccs2)nc2ccccc21 under 12-hLO inh: 0%
Entry for CC1CCCN(c2ccc(/C=C(\C#N)c3nn(-c4ccccc4)c(N)c3C#N)cc2[N+](=O)[O-])C1 (stereo not drawn) under IMPase cell inh: -14

(cont.)
PNC inhibitor	ALOX15B inhib	IMPase cell inh	12-hLO inh	Structure
256	nt	-1	-5%	CNC(=O)c1cc2c(ccc3ccccc32)oc1=N
?	nt	2	-4%	CCN(CC)c1ccc(/C=N/Nc2cccc(C)c2)c(O)c1
27	-3%	3	-1%	Cc1ccc(S(=O)(=O)NC2CCCC(C(=O)O)C2)cc1 (stereo not drawn)
-20	-7%	-6	-10%	Cc1ccccc1-c1nc(CS(=O)(=O)CC(=O)Nc2cc(F)ccc2F)c(C)o1
9	nt	8	0%	O=C(CNc1ccccc1)N/N=C/c1ccc2c(c1)OCCO2
-6	-4%	13	-9%	Cc1c(Cl)cccc1NC(=O)c1cc(C2CC2)on1
?	-4%	1	4%	COCCn1c(SCC(=O)NCc2ccco2)nnc1-c1c[nH]c2ccccc12
43	nt	nt	-3%	COc1ccc2c(c1)nc(SCC(C)O)n2C (stereo not drawn)
13	-8%	0	-5%	Cc1ccc(NCCC(=O)c2cccs2)cc1Cl
?	nt	14	-4%	COc1ccc(C(=O)Nc2ccc(Cl)c(S(=O)(=O)Nc3ccccc3OC)c2)cc1
-25	nt	nt	2%	O/N=C1\CCCc2ccc(Cl)cc21
?	nt	nt	0%	O=C(COC(=O)/C=C/c1ccc2c(c1)OCO2)Nc1ccc(S(=O)(=O)N2CCCC2)cc1
-11	-12%	-7	-14%	CC(=O)c1ccc(N=Cc2c(O)n(-c3cc(Cl)ccc3N3CCOCC3)c(=O)c3ccccc23)cc1
61	nt	11	1%	CCCCN(CCCC)c1nc(OC)nc(-n2nnc(C(C)=O)c2C)n1
?	-11%	3	-3%	Cc1cccc(NC(=O)CSc2nc3nc(C)cc(C)c3c(=O)[nH]2)c1
78	18%	1	0%	COc1ccc2c(c1)nc(SCC(=O)C(C)(C)C)n2C
-28	1%	-4	-1%	COC(=O)COn1c(SCC(=O)OC)nc2ccccc2c1=O
2	-13%	3	1%	O=C(NC1CCCCC1)C1CCC(CNS(=O)(=O)c2cccc3nsnc23)CC1 (stereo not drawn)
22	75%[activator]	12	21%	COc1cc(CNCc2ccccn2)ccc1OCc1c(Cl)cccc1Cl
?	nt	-4	-1%	O=C(O)/C(=C\c1ccc(Br)cc1)c1ccc(S(=O)(=O)N2CCCCC2)s1
27	-14%	6	-2%	Cc1nn(C)c(C)c1S(=O)(=O)Nc1ccc2c(c1)OCO2
41	nt	nt	-6%	COc1ccc(-c2cc(C(=O)NC(Cc3c[nH]c4ccccc34)C(=O)O)c(C)o2)cc1OC (stereo not drawn)
4	3%	?	1%	COC(=O)Cc1cc(=O)oc2c(C)c(O)ccc12
?	?	0	?	Cn1c(C(=O)N2CCCC(C(=O)NCCCSC3CCCCC3)C2)cc2sccc21 (stereo not drawn)
-7	nt	-17	11%	CCn1c(NC(=O)c2cccc(Cn3cc(Cl)cn3)c2)nc2ccccc21
5	0%	-7	-3%	Cc1cc2c(=O)n(CC(=O)N3CCN(c4ccc(F)cc4)CC3)cnc2s1
-20	7%	8	-2%	COc1ccc(S(=O)(=O)Cc2ccc(C(=O)N3CCN(c4ccccn4)CC3)o2)cc1
-18	-2%	-3	-5%	COc1ccc(C(=O)c2ccc(Br)cc2)c2ccccc12
nt	-3%	nt	-1%	CCC1=C2CC[C@H]3C(=O)NC(=O)[C@H]3[C@H]2[C@@]2(C)C(=NCC(=O)OC)OC(=O)N2C1=O
25	30%[activator]	-1	-5%	COc1ccccc1CNCC(O)(c1ccc(Cl)cc1)c1ccc(Cl)cc1
20	9%	1	-1%	Cc1ccc(CNC(=O)CN2C(=O)COc3ccc(C)cc32)cc1
-21	6%	3	-9%	O=C(CCC(=O)OCCCC(F)(F)C(F)(F)F)Nc1ccc(Cl)cc1Cl
?	nt	nt	2%	CC(C)CC(CO)N1CCN(C(=O)c2ccc(C(C)(C)C)cc2)CCC1=O (stereo not drawn)
-20	4%	-7	-4%	CCC(C)(C)n1nnnc1C(c1ccccn1)N1CCOCC1 (stereo not drawn)
?	nt	1	-2%	Brc1csc(/C=N/Nc2nc3ccccc3s2)c1
35	7%	-4	8%	Cc1nnc(SCC(=O)Nc2ccccc2)[nH]c1=O
4	0%	1	-9%	CC(C)(C)OC(=O)N1CCCC(C(=O)CC#N)C1 (stereo not drawn)
9	-6%	4	1%	COc1ccc(/C=N/Nc2nc3ccccc3o2)cc1O
3	7%	8	7%	O=C(CS(=O)c1cccc(C(F)(F)F)c1)Nc1ccc(Cl)cc1Cl (stereo not drawn)
28	nt	nt	-20%	Cc1ccc(S(=O)(=O)N(CC(=O)N/N=C/c2ccco2)c2cc(Cl)cc(Cl)c2)cc1
?	nt	nt	-2%	Cc1nc2ccccn2c1C(=O)NNS(=O)(=O)c1ccc(C(C)(C)C)cc1
